# High-throughput results deposited in PubChem BioAssay by several laboratories.
# PME-1 inh: PME-1 inhibitors via competitive probe labeling, primary screen, biochemical, fluorescence polarization, FP-Rh probe, HTS; Protein phosphatase methylesterase 1 (Homo sapiens), Q9Y570; recombinant PME-1; inhibition, % at 5.9 µM; hit rate 0.53% among 320,000; AID 2130, 2009;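 active means inhibition above the campaign mean of all compounds plus 3 SD, cut at about 26% in these data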;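 further: competitive labeling of PME-1 active site by serine hydrolase directed probe; 0% = PME-1 with DMSO and 100% = wells lacking PME-1 enzyme; inhibitors block probe labeling so polarization falls and inhibition rises; many of its hits are not listed in these tables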
# Bcl-xL primary: inhibitors of human Bcl-xL, primary screen, biochemical, fluorescence polarization, HTS; Bcl-2-like protein 1 (Homo sapiens), Q07817; GST-Bcl-xL / FITC-Bim BH3 peptide fluorescence polarization; inhibition, % at 10.9 µM; hit rate 0.7% among 320,000; AID 2129, 2009;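 active means inhibition above the mean of all tested compounds plus 3 SD, cutoff set per campaign, cut at about 30% in these data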;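 further: 0% = DMSO wells and 100% = unlabeled Bim-BH3 peptide competitor; inhibitors lower millipolarization by displacing the labeled peptide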
# MEX-5 binding: MEX-5 zinc finger RNA-binding disruptors – biochemical, C. elegans, fluorescence polarization, MLPCN library, primary screen; hit rate 0.38% among 300,000; AID 1832, 2009; activity score (negative = inhibition of binding), % at 10 µM; Zinc finger protein mex-5 (Caenorhabditis elegans), Q9XUB2; MEX-5/FITC-TCR2 RNA binding; active compounds read low;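 active means inhibition past about -25% in most replicates, and total fluorescence under double the plate's negative control median, limit read from the data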;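 further: 0% = DMSO and -100% = 5 µM competing unlabeled TCR2 RNA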
# MCL1 BIM primary: inhibitors of MCL1 binding to BIM-BH3, primary screen, biochemical, fluorescence polarization. inhibition, % at 10.9 µM. Induced myeloid leukemia cell differentiation protein Mcl-1 (Homo sapiens), Q07820. hit rate 0.68% among 320,000. GST-MCL1 / FITC-Bim-BH3 fluorescence polarization. AID 2057, 2009;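 active means inhibition above the mean inhibition of all tested compounds plus 3 SD, set per campaign, cut at about 40% in these data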;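 further: 0% = DMSO wells and 100% = unlabeled Bim-BH3 peptide control; higher means more loss of mP so more displacement of Bim peptide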
# Fam108B inh: mouse Fam108B serine hydrolase inhibitors, primary screen, counter-screen for RBBP9 inhibitor project, biochemical, fluorescence polarization | recombinant Fam108B, FP-Rh probe fluorescence polarization | inhibition, % at 9.51 µM | hit rate 0.33% among 300,000;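 active means inhibition above the screen mean inhibition plus 3 SD, computed separately per campaign, cut at about 18% in these data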;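 further: inhibitors lower polarization as less probe binds the enzyme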
# GRK2 aptamer HTS: compounds blocking aptamer binding on GRK2 – biochemical, human GRK2, bead flow cytometry, HTS, primary screen | Beta-adrenergic receptor kinase 1 (Homo sapiens), P25098 | FAM-aptamer displacement from GRK2 | inhibition of aptamer binding, % at 10 µM | hit rate 0.59% among 330,000;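 active means inhibition of aptamer binding above 40%, roughly 3 SD of noise, on plates passing a quality check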;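 further: median bead fluorescence of bound FAM aptamer so fluorescent compounds give negative values; no value below 0 was filed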
# Efflux pump mplx: inhibitors of Candida efflux pumps in yeast, primary screen, S. cerevisiae, Nile Red, multiplex; inhibition, % at 10 µM; hit rate 0.44% among 330,000; S. cerevisiae Candida pump triplex;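 active means plate passing quality check with inhibition over a set limit, or well fluorescence over plate mean plus 4 SD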;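 further: Nile Red retained in pooled yeast measured as flow cytometry median fluorescence; 0% = buffer negative control and 100% = Enniatin B positive control; higher means more Nile Red kept so more efflux inhibition; some compounds called inactive have numbers as strong as hits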
# GLD-1 TGE inh: GLD-1/TGE RNA complex disruptors, primary screen, biochemical, fluorescence polarization. Female germline-specific tumor suppressor gld-1 (Caenorhabditis elegans), Q17339. purified GLD-1 + fluorescein TGE RNA. inhibition, % at 5.96 µM. hit rate 0.44% among 320,000;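 active means percent inhibition above a per-plate cutoff, the plate mean of test compounds plus 3 SD, cut at about 30% in these data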;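 further: 0% = DMSO wells with GLD-1 and probe and 100% = wells lacking GLD-1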
# VLA-4 inh: inhibition in human VLA-4 binding assay, primary screen, VLA-4 allosteric modulator project, MLPCN library, flow cytometry, VLA-4 expressing cells | AID 2557, 2010 | Integrin alpha-4 (Homo sapiens), P13612 | inhibition, % (about 7 µM as worked out from the volumes in the protocol) | hit rate 0.2% among 330,000 | ligand binding flow cytometry; in the data active means inhibition above about 50%
# Target sequence (P13612 whole entry, looked up): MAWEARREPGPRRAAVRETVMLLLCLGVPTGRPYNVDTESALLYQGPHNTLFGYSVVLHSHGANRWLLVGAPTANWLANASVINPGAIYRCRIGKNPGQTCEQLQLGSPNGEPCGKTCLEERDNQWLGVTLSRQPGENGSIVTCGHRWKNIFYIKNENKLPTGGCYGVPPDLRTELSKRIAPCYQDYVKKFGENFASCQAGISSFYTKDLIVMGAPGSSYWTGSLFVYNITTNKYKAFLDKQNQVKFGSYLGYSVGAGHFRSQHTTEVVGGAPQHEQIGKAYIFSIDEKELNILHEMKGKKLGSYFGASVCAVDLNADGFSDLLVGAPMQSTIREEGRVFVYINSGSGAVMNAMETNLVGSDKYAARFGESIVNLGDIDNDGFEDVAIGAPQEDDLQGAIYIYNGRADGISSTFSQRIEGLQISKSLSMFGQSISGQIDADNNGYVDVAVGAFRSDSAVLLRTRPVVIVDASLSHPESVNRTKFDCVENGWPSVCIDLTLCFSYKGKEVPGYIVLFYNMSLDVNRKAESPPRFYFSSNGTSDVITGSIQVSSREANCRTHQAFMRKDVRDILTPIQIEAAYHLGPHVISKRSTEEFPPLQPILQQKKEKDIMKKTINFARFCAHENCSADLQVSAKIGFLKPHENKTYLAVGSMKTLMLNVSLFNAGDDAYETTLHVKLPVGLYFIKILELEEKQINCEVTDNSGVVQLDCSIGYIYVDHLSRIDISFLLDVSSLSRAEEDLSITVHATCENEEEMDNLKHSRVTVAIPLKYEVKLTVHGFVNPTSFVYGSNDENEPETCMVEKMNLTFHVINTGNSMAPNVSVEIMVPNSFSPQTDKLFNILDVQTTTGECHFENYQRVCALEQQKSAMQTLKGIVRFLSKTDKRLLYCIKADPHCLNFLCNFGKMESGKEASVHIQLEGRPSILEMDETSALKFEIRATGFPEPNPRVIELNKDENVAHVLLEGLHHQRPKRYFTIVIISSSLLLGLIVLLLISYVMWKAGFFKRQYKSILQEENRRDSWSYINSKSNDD
# * marks the source's active call; other numbers are inactive results; nt = no result given. Only part of the results is shown (hit frequency here may not be typical).
SMILES,PME-1 inh,Bcl-xL primary,MEX-5 binding,MCL1 BIM primary,Fam108B inh,GRK2 aptamer HTS,Efflux pump mplx,GLD-1 TGE inh,VLA-4 inh
O=C(NCCOc1ccc(Cl)cc1)C1CC(=O)N(c2ccc(F)cc2)C1 (stereo not drawn),4,2,1.4,4,2,0,0.0,1,11
CC(/C=N/N1C(=O)CSC1=S)=C\c1ccccc1,-5,12,1.9,25,-4,0,0.1,-14,-4
CCOC(=O)c1cn(CC)c2ccc(Br)cc2c1=O,-2,-12,-0.2,-8,1,2,0.0,0,-4
Cn1c(CN2CCCC2)nc2cc(NC(=O)c3cccs3)ccc21,3,4,-2.0,6,1,0,0.0,2,-10
Cc1ccc(CC(=O)Nc2nc3ccccc3[nH]2)cc1C,3,2,-0.3,5,3,4,-0.1,5,3
CN(c1ccc(OCC(=O)NC2=NCCS2)cc1)S(=O)(=O)c1ccc(F)cc1,-3,2,-1.3,0,-8,1,0.2,2,-5
c1ccc(CN2CCN(c3ncnc4nc[nH]c34)CC2)cc1,6,9,0.1,13,-4,1,0.1,0,24
Cc1cc(=O)oc2cc(OCC(=O)OCC(=O)NCc3ccc4c(c3)OCO4)ccc12,3,0,1.0,-4,2,4,0.6,-8,32
CC(=O)C1=C(C)Nc2cc(C(F)(F)F)ccc2S1,-1,1,0.0,-1,-1,0,-0.1,4,0
O=C(C=C=Nc1ccccc1)C(=O)N=C=Cc1ccccc1,-1,13,-1.4,10,-1,3,0.0,7,29
CCn1c2ccccc2c2cc(NC(=O)CNCc3ccccc3OC)ccc21,7,4,-1.5,2,6,0,0.1,6,6
Cc1ccc(CNC(=O)c2cc(-c3ccccc3C)nn2CC2CC(c3cccnc3)=NO2)cc1 (stereo not drawn),nt,nt,nt,nt,nt,0,0.1,8,6
O=C(Nc1ccc(CN2CCCCC2)cc1)Nc1ccccc1Cl,-12,0,2.4,3,-1,0,0.1,11,6
CC(=O)Nc1ccc(NC(=O)CSc2nnc(NC(=O)Cc3ccc(F)cc3)s2)cc1,-6,2,0.6,-3,-6,0,-0.2,2,-1
CCOC(=O)c1cccc(C2=CC(=O)C[C@H](c3ccc(OC)c(OC)c3)C2)c1,4,1,nt,-2,nt,0,0.0,-10,0
CC(C)c1nc(=S)c2ccccc2[nH]1,-8,9,0.2,10,7,2,0.1,-2,3
CC(=O)N1CC2(C)CN(C(C)=O)CC(C)(C1)C2=O,-7,16,-1.9,-1,-1,1,-0.2,1,-16
O=C(CCCN1C(=O)CSc2ncccc21)N1CCN(Cc2ccccc2)CC1,-1,5,2.1,10,3,0,0.1,4,-6
CCOc1ccc(C2CC(c3ccc(OC)c(OC)c3)n3nc(N)nc3N2)cc1 (stereo not drawn),3,3,0.9,0,2,0,0.0,4,-4
CC(C)Oc1ccc(Cc2cnc(N)nc2N)cc1,-1,8,-0.1,6,-1,1,-0.3,5,2
CN1CCN(c2nc(-c3ccco3)cc(C(F)(F)F)n2)CC1,0,3,-2.4,-1,1,2,0.1,-4,-1
CN1CCC(CO)(Cc2ccccc2)CC1,3,-3,0.2,-7,0,2,-0.1,-4,18
CCCNC(=O)[C@@H]1CCCN1C(=O)[C@@H]1Cc2ccccc2CN1,3,5,1.8,5,-4,1,0.0,10,2
Cc1ccc(C)c(NC(=O)COC(=O)CC2CC3CCC2C3)c1 (stereo not drawn),nt,nt,nt,nt,nt,0,0.2,2,4
Cc1c(C#N)c2ccccc2n1CC(=O)NCc1ccccc1,-4,2,1.8,7,-1,0,0.0,4,-3
O=C(CSc1nnc(-c2cccnc2)o1)Nc1nccs1,-3,-2,-2.4,3,4,8,0.7,-1,2
CC1(C)Cc2c(cnn2-c2cccc(F)c2)C(NC(=O)Cn2cccn2)C1 (stereo not drawn),nt,nt,0.7,nt,nt,0,-0.7,nt,7
O=C(CC1NC2CCCCC2NC1=O)Nc1cccc(C(F)(F)F)c1 (stereo not drawn),-3,1,0.7,-2,1,0,0.3,5,-17
Cc1cc(OC(=O)c2c(C)cc(O)cc2O)cc(O)c1C(=O)O,-4,8,3.4,9,2,1,-0.2,2,36
O=C1c2ccccc2C(=O)c2cc(NC(=O)C3CC3)ccc21,1,15,-0.7,11,2,0,-0.2,10,-2
Nc1cccc(Oc2ccc3c(c2)C(=O)NC3=O)c1,1,0,0.5,5,7,0,-0.1,3,-4
Cc1c(NC(=O)c2cc(-c3ccccc3)on2)c(=O)n(-c2ccccc2)n1C,2,2,0.3,-2,-1,1,0.0,2,-13
Cc1ccc(S(=O)(=O)NC(C(=O)OCC(=O)NC2CCS(=O)(=O)C2)C(C)C)cc1 (stereo not drawn),3,6,-0.3,-1,-2,0,0.0,2,1
Cc1c(-c2ccc(F)cc2)nc(N)c(C#N)c1-c1ccco1,1,1,-4.8,-6,3,0,-0.1,-3,-3
CCCCNC(=O)NNC(=O)c1ccc(F)cc1,0,-3,0.0,2,0,8,0.7,2,1
COc1ccc(C2N(c3ccc(C)cc3)CCN2c2ccc(C)cc2)cc1O,-3,4,0.2,2,4,3,0.0,5,24
CCOC(=O)C1CCN(C(=O)c2oc3ccc(S(=O)(=O)N4CCCCCC4)cc3c2C)CC1,4,7,2.1,12,0,2,0.1,-3,7
O=C(OC(c1ccccc1)c1nccc2ccccc12)c1cc([N+](=O)[O-])cc([N+](=O)[O-])c1 (stereo not drawn),2,6,-3.4,6,-1,7,-0.1,8,5
O=C(O)CN1C(=O)/C(=C\c2cccc(OC(=O)c3ccco3)c2)SC1=S,-4,9,-2.7,7,-2,11,0.3,1,0
CC(/C=N/NC(=O)Cc1cccn1C)=C\c1ccccc1,-5,8,1.3,2,1,0,-0.1,1,-10
O=C1CSC(=S)N1/N=C/c1cccc(C(F)(F)F)c1,-5,8,0.3,20,7,0,0.2,-10,-8
CCCC[n+]1c(C)sc2ccc(C)cc21,-2,0,0.7,-7,-5,9,0.1,-2,5
CCOc1ccccc1NC(=O)CNC(=O)CNC(=O)Cc1ccccc1,-2,2,2.1,1,0,0,0.0,1,3
O=C(COc1ccc(S(=O)(=O)NCc2ccccc2)cc1)N1CCOCC1,0,1,-0.2,1,3,1,-0.1,-5,0
O=C(CSc1nc2ccccc2o1)N1CCN(c2ccccc2)CC1,7,-5,1.6,-13,-5,0,0.0,1,-1

# Part of the list above in order of SMILES length, largest number first:
SMILES,PME-1 inh,Bcl-xL primary,MEX-5 binding,MCL1 BIM primary,Fam108B inh,GRK2 aptamer HTS,Efflux pump mplx,GLD-1 TGE inh,VLA-4 inh
O=C1CSC(=S)N1/N=C/c1cccc(C(F)(F)F)c1,-5,8,0.3,20,7,0,0.2,-10,-8
Nc1cccc(Oc2ccc3c(c2)C(=O)NC3=O)c1,1,0,0.5,5,7,0,-0.1,3,-4
CCCC[n+]1c(C)sc2ccc(C)cc21,-2,0,0.7,-7,-5,9,0.1,-2,5

# The main list resumes with the two entries that preceded the break.
SMILES,PME-1 inh,Bcl-xL primary,MEX-5 binding,MCL1 BIM primary,Fam108B inh,GRK2 aptamer HTS,Efflux pump mplx,GLD-1 TGE inh,VLA-4 inh
O=C(COc1ccc(S(=O)(=O)NCc2ccccc2)cc1)N1CCOCC1,0,1,-0.2,1,3,1,-0.1,-5,0
O=C(CSc1nc2ccccc2o1)N1CCN(c2ccccc2)CC1,7,-5,1.6,-13,-5,0,0.0,1,-1
CCc1cc2c(=O)c(Oc3ccccc3)c(C)oc2cc1O,-7,3,-0.7,-1,-2,3,0.0,12,10
COc1cccc(-c2nnc(SCC(=O)Nc3ccc(OC)c(OC)c3)n2N)c1,3,-6,1.2,-8,-3,0,0.4,-3,20
CCOC(=O)CSc1nc2cc(S(=O)(=O)N3CCOCC3)ccc2n1CC,0,3,1.2,4,4,0,0.0,-1,-27
COc1ccc(C(=O)OCc2ccc(C)cc2)cc1S(=O)(=O)N1CCOCC1,6,-3,nt,-10,nt,5,0.3,2,13
NC(=O)C1CCN(C(=O)/C=C/c2ccco2)CC1,3,7,-1.9,-4,-1,2,0.1,3,9
Cc1c(Cl)cccc1NC(=S)NCCc1ccc(C(F)(F)F)cc1,21,-3,0.1,-1,-10,3,-0.1,-5,11
O=C(O)Cn1c(=O)c2c3c(sc2n(Cc2ccc(Cl)cc2Cl)c1=O)CCCC3,nt,nt,-8.1,nt,nt,2,0.1,nt,6

# Whole records, looked up by structure.
# Results for CCOC(=O)CSc1nc2cc(S(=O)(=O)N3CCOCC3)ccc2n1CC : PME-1 inh = 0; Bcl-xL primary = 3; MEX-5 binding = 1.2; MCL1 BIM primary = 4; Fam108B inh = 4; GRK2 aptamer HTS = 0; Efflux pump mplx = 0.0; GLD-1 TGE inh = -1; VLA-4 inh = -27
# Results for Cc1c(Cl)cccc1NC(=S)NCCc1ccc(C(F)(F)F)cc1 : PME-1 inh = 21; Bcl-xL primary = -3; MEX-5 binding = 0.1; MCL1 BIM primary = -1; Fam108B inh = -10; GRK2 aptamer HTS = 3; Efflux pump mplx = -0.1; GLD-1 TGE inh = -5; VLA-4 inh = 11
